SW480 rerep – DNA re-replication induction in SW480 cells | SW480 DNA re-replication, Hoechst DNA content imaging, 48 h | Potency, µM (highest dose often 46.1 µM), for the others: at the highest dose re-replication activation, most hits filed as activators | 340,000 compounds, 1.8% hits; also: potency is read from the fitted curve at half-maximal effect; % of control where 0% means no effect; nearly all actives have a fitted effect of over 55% in size
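Hoechst fluorescence of nuclei (405 nm excitation, 500-530 nm emission) measured by plate-scanning imager after 48 hr compound exposure at 37 C; re-replication scored as increased number of nuclei with elevated intensity.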
KB-3-1 cytotox – KB-3-1 parental cell cytotoxicity. KB-3-1 viability, CellTiter-Glo ATP luminescence, 72 h. Potency, µM (doses to about 46.1 µM), for inactives: top-dose activity change, negative = cytotoxic, actives largely listed as cytotoxic. 400,000 compounds, 1.4% hits; also: potency is read from the fitted curve at half-maximal effect; % is scaled to controls: 0 for no effect and ±100 for the full control effect; nearly all actives have a fitted effect of over 60% in size
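72 h, 37 °C compound treatment of KB-3-1 parental cells; CellTiter-Glo added, 10 min, luminescence read. Data corrected against DMSO-only plates and normalized before curve fitting.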
KB-V1 cytotox – kills drug-selected multidrug resistant KB-V1 cells; KB-V1 MDR cells viability, CellTiter-Glo, 72 h; Potency, µM (highest dose often 46.1 µM), without a hit: at the top dose activity change, negative = cytotoxicity, actives largely listed as cytotoxic; 400,000 compounds, 3.4% hits; AID 1347076; also: potency is read from the fitted curve at half-maximal effect; % is scaled to controls: 0 for no effect and ±100 for the full control effect; nearly all actives have a fitted effect of over 60% in size
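Drug-selected KB-V1 cells, grown in DMEM lacking phenol red with 10% FBS, receive compound titrations; after three days at 37 degrees C, surviving cell ATP is quantified by CellTiter-Glo luminescence and responses normalized and curve-fitted.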
IL-1B inflam inh – inhibitors of inflammasome signaling (IL-1 beta secretion); 360,000 compounds, 4.7% hits; AID 743279; THP-1 LPS/ATP IL-1B secretion, AlphaLISA, 16 h; stronger effect = lower value; activity change, % at 57.5 µM; in the data active = activity change below about -50%; inconclusive = mostly about -30% to -49%; also: % is scaled to controls: 0 for no effect and ±100 for the full control effect
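THP-1 cells pretreated 1 hr with compounds (up to 57.5 uM final), then stimulated with LPS (250 ng/mL final) plus ATP (1.25 mM final); secreted IL-1B measured by AlphaLISA after 16 hr, decreased signal indicating inhibition.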
HT1080-NT tox – kills 2HG-producing HT-1080-NT fibrosarcoma cells; 360,000 compounds, 1.6% hits; AID 686970; Potency, µM (top dose mostly 46.1 µM), inactives show top-dose activity, negative = less viability, actives largely listed as cytotoxic; HT-1080-NT fibrosarcoma viability, CellTiter-Glo ATP luminescence, 48 h;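 also: NT is the 2HG producing partner of a matched IDH1 knockdown line; potency is read from the fitted curve at half-maximal effect; 0% = DMSO-treated cells and -100% = media-only wells without cells; nearly all actives have a fitted effect of over 55% in size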
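Viability of the 2HG-overproducing fibrosarcoma line after 48 hours of compound exposure at 37 degrees C was determined by luminescence with CellTiter-Glo, and concentration-effect curves were then fitted and categorized.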
HT1080 IDH1KD tx – HT-1080 IDH1 knockdown cell toxicity (counter line) | HT-1080 IDH1 knockdown viability, ATP luminescence, 48 h | Potency, µM (titrated, usually from 46.1 µM), without a hit: at the top dose activity, negative = toxicity, usual class: cytotoxic | 360,000 compounds, 2% hits;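 also: potency is read from the fitted curve at half-maximal effect; 0% = DMSO wells and -100% = cell-free medium wells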
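HT-1080-IDH1KD cells (IDH1 knocked down), 750/well in RPMI with 5% FBS, treated with compound 48 h at 37 degrees C. Viability by CellTiter-Glo luminescence, normalised to DMSO and no-cell wells; concentration-response curves classed.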
HEK293 tox – cytotoxicity counter-screen for GLP-1 receptor inverse agonists. AID 624418. Potency, µM (series often up to 38.3 µM), without a hit: at the highest dose activity change, negative = inhibition, hits mostly inhibitors. HEK293 cAMP-luciferase reporter cells, luminescence, 24 h. 410,000 compounds, 0.13% hits;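 also: loss of luciferase light is scored as toxicity; potency is read from the fitted curve at half-maximal effect; % is scaled to controls: 0 for no effect and ±100 for the full control effect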
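Seeding density was 200 cells/uL; after overnight-length (12 h) culture, 23 nL compounds went on for 24 h at 37 °C. Readout used a luciferase detection reagent, luminescence taken after 12 min at room temperature.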
MCF10A rerep – inducers of DNA re-replication in MCF 10A breast cells | AID 624296 | 350,000 compounds, 2.9% hits | Potency, µM (doses to about 46.1 µM), inactives show at the highest dose activity, positive = re-replication, usual class: activators | MCF 10A DNA re-replication, Hoechst nuclear intensity, 48 h; also: potency is read from the fitted curve at half-maximal effect; % of control where 0% means no effect; nearly all actives have a fitted effect of over 50% in size
DRD3 agonist – D3 dopamine receptor (human) agonism; P35462; D3R DiscoveRx beta-arrestin cells, luminescence, 90 min; max activation, %; 410,000 compounds, 0.58% hits; in the data active = max activation above about 30%; also: 0% is about no effect; mostly tested at two doses, the higher about 12 µM
Target sequence (P35462 whole entry, looked up): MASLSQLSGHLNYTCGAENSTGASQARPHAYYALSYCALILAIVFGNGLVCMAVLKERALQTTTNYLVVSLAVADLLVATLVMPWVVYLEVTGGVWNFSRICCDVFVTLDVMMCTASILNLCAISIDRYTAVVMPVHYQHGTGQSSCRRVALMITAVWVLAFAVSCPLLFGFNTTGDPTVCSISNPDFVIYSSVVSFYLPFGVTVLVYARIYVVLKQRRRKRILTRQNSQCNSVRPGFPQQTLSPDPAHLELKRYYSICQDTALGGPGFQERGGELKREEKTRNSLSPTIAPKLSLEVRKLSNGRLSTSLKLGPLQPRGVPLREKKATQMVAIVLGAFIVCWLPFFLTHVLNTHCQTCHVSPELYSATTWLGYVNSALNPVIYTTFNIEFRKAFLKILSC
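Agonist-mode cell screen: cells plated at 1500/well and incubated overnight at 37 °C, then exposed to library compounds for 90 min at 37 °C. Detection reagent was added for 30–60 min at room temperature, and luminescence was read.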
* marks the source's active call; other numbers are inactive results; ? = inconclusive; · = not tested or not shown; [ ] = another dose, or the depositor's remark. Unless noted, calls follow the shape of the dose curve; as a rule, active = well fitted curve in the direction sought with a large enough effect; inconclusive = small, poorly fitted or top-dose-only effect, or another doubt; inactive = no such curve, though single readings can be large; an effect the other way counts as inactive or inconclusive.

Start of the data: the first 2 records as a preview:
Compound | SW480 rerep | KB-3-1 cytotox | KB-V1 cytotox | IL-1B inflam inh | HT1080-NT tox | HT1080 IDH1KD tx | HEK293 tox | MCF10A rerep | DRD3 agonist
CCc1sc(-c2c(C#N)c(N)nc3c2CCCCCC3)cc1[N+](=O)[O-] | 2% | -12% | -11% | 16 | -4% | -12% | -21% | ? | -3
COc1ccc(OC)c(C(=O)COC(=O)c2ccc([N+](=O)[O-])o2)c1 | -3% | 7% | 28% | -20 | -7% | -5% | -5% | 17% | -2

The list itself, from the start:
Compound | SW480 rerep | KB-3-1 cytotox | KB-V1 cytotox | IL-1B inflam inh | HT1080-NT tox | HT1080 IDH1KD tx | HEK293 tox | MCF10A rerep | DRD3 agonist
CCc1sc(-c2c(C#N)c(N)nc3c2CCCCCC3)cc1[N+](=O)[O-] | 2% | -12% | -11% | 16 | -4% | -12% | -21% | ? | -3
COc1ccc(OC)c(C(=O)COC(=O)c2ccc([N+](=O)[O-])o2)c1 | -3% | 7% | 28% | -20 | -7% | -5% | -5% | 17% | -2
Cc1cc(Nc2cccc(Cl)c2)nc2ccc(NC(=O)c3cccc(N(C)C)c3)cc12 | · | -24% | 0% | · | · | · | -19% | · | -12
CC1=C(C(=O)Nc2ccccc2)C(c2ccc(Cl)cc2)n2c(s/c(=C/c3cccc(OCC(=O)O)c3)c2=O)=N1 (configuration not stated) | -18% | -2% | 7% | 0 | -14% | ? | -2% | ? | -2
CCC(NC(=O)c1ccc([N+](=O)[O-])cc1[N+](=O)[O-])c1ccccc1 (configuration not stated) | 16% | 0% | -3% | 24 | -13% | -7% | 8% | -6% | 1
CCCCCN(C(=O)CCC(=O)OCCOc1ccc(OC)cc1)c1c(N)n(CCCC)c(=O)[nH]c1=O | -8% | 7% | 2% | ? | -6% | -9% | 16% | 0% | -28
Cc1ccnc(NC(=O)c2ccc(Cl)c(S(=O)(=O)N3CCCC3)c2)c1 | 2% | -9% | -4% | -3 | -27% | -5% | -9% | 7% | 8
N#Cc1cccc(C(=O)C(=O)N2CCN(C(=O)OCc3ccccc3)CC2)c1 | · | 7% | ? | -7 | 28% | 22% | -10% | · | 7
Oc1ccc2ccccc2c1N=Nc1ccc(F)cc1 | ? | -13% | -3% | 26 | 0% | -4% | -20% | 8% | -19
CC1CCCC(NC(=O)c2ccc(COc3ccccc3)o2)C1C (configuration not stated) | 4% | -4% | -4% | -73* | -12% | -8% | 5% | 7% | 7
Cc1ccc(S(=O)(=O)Cn2nnnc2C(C(C)C)N2CCSCC2)cc1 (configuration not stated) | -2% | -16% | ? | -4 | 6% | 18% | 9% | 6% | -11
CC(C)Cn1c(N)c(C(=O)COC(=O)CC23CC4CC(CC(C4)C2)C3)c(=O)n(C)c1=O | 2% | ? | ? | ? | ? | ? | -18% | 12µM* | 6
O=C(CCl)c1cc2c3c(c1)CC(=O)N3CCC2 | 16µM* | -28% | -16% | -71* | -14% | ? | -9% | ? | -7
CCCS(=O)(=O)NC(=O)C1(C)CCCN(C(=O)c2ccc(C(F)(F)F)nc2C)C1 (configuration not stated) | · | 0% | 3% | -2 | 13% | 25% | 3% | · | 5
CC(NCCC1(C(C)C)CCOC(C)(C)C1)c1cccs1 (configuration not stated) | 4% | 1% | -17% | -15 | 2% | 5% | 2% | -3% | 1
Cc1ccc(S(=O)(=O)NC(=O)Nc2nnc(C3CC3)s2)cc1 | -8% | -7% | 13% | 21 | 5% | 1% | -9% | -1% | 4
CCOC(=O)[C@]12CCCC=C1N(Cc1ccccc1)C(=O)[C@H](CC(=O)NCc1cccs1)C2 | · | -21% | ? | -10 | -4% | -8% | 2% | · | -1
N#CCCN(C(=O)COC(=O)CCN=C1NS(=O)(=O)c2ccccc21)c1ccc(F)cc1 | ? | 16% | 0% | 9 | 3% | 0% | 2% | -2% | 0
COc1cc(/C=N/NC(=O)C2COc3ccccc3O2)ccc1O (configuration not stated) | -10% | -6% | -7% | -9 | -3% | -1% | 1% | 1% | -11
O=C(NCCN1C(=O)S/C(=C\c2ccc(Cl)c([N+](=O)[O-])c2)C1=O)C1=COCCO1 | -644%[inhibitor] | ? | -2% | -103* | 15µM* | ? | ? | 3.7µM* | -8
Cc1ccc(Cn2ccc(NC(=O)c3cc(-c4ccco4)on3)n2)cc1 | -7% | -8% | ? | 0 | -14% | 5% | -13% | -2% | -5
Cc1ccc(C(=O)CCC(=O)OCc2nnc(-c3ccccc3)o2)cc1 | -4% | -1% | -1% | -2 | -1% | -4% | 0% | 2% | 3
OC(c1ccc(F)cc1)c1ncc(-c2ccccc2F)[nH]1 (configuration not stated) | · | 0% | 2% | -1 | -3% | 6% | 0% | · | -8
Cc1ccc(C2CC(=O)N(Cc3ccccc3)c3c2c(C)nn3-c2nc(C)cc(C)n2)cc1 (configuration not stated) | · | 7% | -6% | · | · | · | 0% | · | -12
O=C(O)CC(NS(=O)(=O)c1ccc(Br)cc1)c1ccco1 (configuration not stated) | -1% | 6% | 0% | 6 | 1%[9.24 µM] | 6% | 3% | -4% | 4
COCCn1cnnc1SCC(=O)Nc1ccc(Br)cc1F | -11% | -5% | -17% | 18 | 7% | 10% | -4% | 4% | 4
CCOC(=O)c1cc(-c2ccco2)nn1-c1ccc(C)cc1 | 2% | 5% | -28% | 15 | -19% | -17% | -1%[7.66 µM] | ? | -3
CN(Cc1ccccc1)S(=O)(=O)c1ccc(Cl)c(C(=O)OCC(=O)NC2CCS(=O)(=O)C2)c1 (configuration not stated) | 3% | -2% | 23% | 4 | 8% | 9% | -25% | -3% | 0
N#Cc1cnn2c(C(F)(F)F)c3c(nc12)CCCC3 | 1% | 1% | -3% | -12 | 6% | -1% | 2% | 14% | 0
COCCN(CCOC)S(=O)(=O)c1ccc(Cl)nc1 | -11% | -7% | ? | 4 | 3% | 1% | -1% | -2% | 3
Nc1c(Br)cc2oc(-c3ccccc3)nc2c1Br | 1% | -2% | 0% | 27 | -23% | -28% | 0% | ? | -5
COc1ccccc1CNC(=O)C1CCCN(c2nnc(-n3c(C)ccc3C)s2)C1 (configuration not stated) | · | 4% | 16% | · | · | · | 0% | · | -12
COC1CCCCC1Nc1ccc(C)c(C)c1 (configuration not stated) | -3% | -6% | -2% | 15 | 5% | 22% | 23% | -1% | 13
O=C(O)c1cccc(S(=O)(=O)Nc2ccccc2Cc2ccccc2)c1 | 0% | -3% | -11% | 5 | -5% | 12% | 3% | 11% | -2
COc1ccc(CNc2nc(-c3ccc(Cl)cc3)nn2C(=O)c2ccccc2)cc1 | · | -6% | -26% | · | · | · | -28% | · | -14
Cc1nc(NCCCN2CCOCC2)c2cnn(-c3ccccc3)c2n1 | -3% | 1% | -2% | -7 | -5% | -19% | -13% | 19% | -19
Nc1ccccc1C(=O)NN=Cc1cccnc1 | · | 4% | -9% | 44 | 7% | 5% | 2% | · | -6
Cc1ncc(S(=O)(=O)c2ccc(Cl)cc2)c(N)n1 | -1% | 2% | 0% | -15 | -1% | -2% | 3% | -1% | 8
CCN(CC)C(=O)C1CCCN(C(=O)Nc2ccc(NC(=O)N3CCCC(C(=O)N(CC)CC)C3)cc2)C1 (configuration not stated) | -10% | -7% | -6% | -2 | 0% | -1% | 2% | 3% | -1
O=C(CSc1ncnc2c1oc1ccccc12)NCc1ccco1 | 0% | 1% | -5% | 5 | 8% | 5% | 12% | 2% | 0
Oc1ccc(Cl)cc1C=NCCc1ccccc1 | -8% | 5% | 21% | 23 | -6% | -2% | -2% | 1% | 20
Cc1csc2c(SCC(=O)NNC(=O)C(Cl)Cl)ncnc12 | 18% | 7% | 18% | 8 | 3% | -3% | 2% | -3% | 7
CCOc1cc(Br)c(C=O)cc1OCC | 13µM* | ? | -11% | 84 | 26µM* | 33µM* | -25% | ? | -4
CC(=O)N1c2c(cc(Br)cc2S(=O)(=O)NCc2ccc3c(c2)OCO3)CC1C (configuration not stated) | -3% | -1% | -7% | 12 | 2% | 1% | 2% | 15% | 0
CCOC(=O)C1=C(N)OC(C)=C(C#N)C1c1ccco1 (configuration not stated) | ? | 3% | -3% | -21 | 8% | 10% | -2% | 8% | 3
O=c1[nH]nc(SCc2nnc(-c3cccc(Cl)c3)o2)n1C1CCCCC1 | -2% | -27% | ? | -4 | -22% | -6% | 1% | -2% | 21
COc1ccc(/C=N/NC(=O)C2C(C=C(Cl)Cl)C2(C)C)c(OC)c1 (configuration not stated) | -3%[1.84 µM] | 3% | 14% | 8 | 3% | -1% | -5% | ? | 4
O=C(CCc1nc2ccccc2c(=O)[nH]1)NNC(=O)c1cccc(Cl)c1 | 29µM* | 6% | ? | 19 | -10% | -6% | 1% | 15% | 2
Cc1c(OCC(=O)NCCCN2CCCC2=O)ccc2c3c(c(=O)oc12)CCC3 | -8% | -6% | -12% | -18 | -1% | 1% | 1% | 1% | -2
COC(=O)CCC(C)C1CCC2C3C(OC(C)=O)CC4CC(O)CCC4(C)C3CC(O)C12C (configuration not stated) | · | 23% | -25% | 12 | -8% | -7% | 4% | · | 0
COc1ccc(CNC(=O)COC(=O)c2ccc3ccccc3n2)cc1 | -4% | 1% | -1% | 14 | -1% | -3% | -14% | -5% | 3
O=C(O)c1cccc(NC(=O)c2cn(-c3ccccc3)nc2-c2cc3ccccc3o2)c1 | -4% | ? | 4% | -7 | -1% | 1% | 0%[1.53 µM] | ? | 5

Bioassay records from PubChem.
